Bioassay records from PubChem BioAssay.
LmPK inhibitor: inhibitors of Leishmania mexicana pyruvate kinase. Q27686. purified LmPK, Kinase-Glo ATP luminescence, 1 h. Potency, µM (series often up to 57.5 µM), without a hit: top-dose activity change, negative = inhibition, usual class: inhibitors. hit rate 0.37% among 290,000. AID 1721; also: potency is read from the fitted curve at half-maximal effect; % is scaled to controls: 0 for no effect and ±100 for the full control effect
Target sequence (Q27686 whole entry, looked up): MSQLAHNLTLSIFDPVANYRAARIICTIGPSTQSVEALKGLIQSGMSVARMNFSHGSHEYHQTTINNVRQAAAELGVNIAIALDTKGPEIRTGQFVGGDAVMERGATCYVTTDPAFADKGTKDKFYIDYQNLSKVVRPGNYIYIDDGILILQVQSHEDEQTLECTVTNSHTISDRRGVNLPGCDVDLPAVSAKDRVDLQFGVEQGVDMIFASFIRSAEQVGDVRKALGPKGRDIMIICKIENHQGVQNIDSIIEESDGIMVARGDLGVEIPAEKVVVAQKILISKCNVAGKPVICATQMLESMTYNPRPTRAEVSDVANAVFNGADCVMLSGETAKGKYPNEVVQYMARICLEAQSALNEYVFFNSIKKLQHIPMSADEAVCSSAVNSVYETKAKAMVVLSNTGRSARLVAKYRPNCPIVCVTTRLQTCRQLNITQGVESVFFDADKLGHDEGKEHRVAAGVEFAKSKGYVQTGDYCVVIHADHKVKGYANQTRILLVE
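In 50 mM imidazole pH 7.2 with 7 mM MgCl2, LmPK (0.1 nM) turned over PEP (0.5 mM) and ADP (0.1 mM) for 1 h at room temperature. Luciferase read-out of ATP.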
Pf growth 96h: P. falciparum growth inhibition at 96 hour, primary screen for plastid delayed-death inhibitors | P. falciparum luciferase reporter growth, 96 h | Potency, µM (highest dose often 28.7 µM), for inactives: at the top dose activity change, negative = inhibition, hits mostly inhibitors | hit rate 6.9% among 320,000 | AID 504834; also: potency is read from the fitted curve at half-maximal effect; % is scaled to controls: 0 for no effect and ±100 for the full control effect
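Two-generation exposure (96 h) targets delayed-death phenotype. Reporter parasites carrying integrated firefly luciferase, in red cells at 2% hematocrit and 0.05% parasitemia final, kept at 37 C, 5% CO2; luminescence loss indicates inhibition.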
Pf growth 48h: inhibits P. falciparum growth in the first generation, 48 h. P. falciparum luciferase growth in erythrocytes, 48 h. Potency, µM (top dose mostly 28.7 µM), without a hit: at the highest dose activity change, negative = inhibition, most hits filed as inhibitors. hit rate 5.9% among 310,000. AID 504832; also: potency is read from the fitted curve at half-maximal effect; % is scaled to controls: 0 for no effect and ±100 for the full control effect
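Firefly luciferase activity from engineered P. falciparum reports growth; inhibitors lower the luminescent signal. Cultures contained 2% hematocrit erythrocytes at 0.1% final parasitemia.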
Cycloheximide cs: counter-screen hit for Shiga toxin inhibitors, cycloheximide. cell reporter, cycloheximide protein synthesis inhibition counterscreen. hit rate 12% among 300,000. max response, %; in the data active = max response mostly above about 13%, no sharp cut-off; inactive = mostly below about 14%; also: read at 38.3 µM for the half of the compounds with a filed dose; 0% is about no effect
AmpC no deterg: blocks E. coli AmpC beta-lactamase in detergent-free assay | hit rate 0.52% among 330,000 | AID 485341 | AmpC nitrocefin hydrolysis, absorbance 480 nm, 0.0001% Triton | Potency, µM (highest dose often 57.1 µM), inactives show top-dose activity change, negative = inhibition, hits mostly inhibitors;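 also: potency is read from the fitted curve at half-maximal effect; plate controls were no compound for no effect and no enzyme for full effect; nearly all actives have a fitted effect of over 20% in size; some results filed as inactive show a strong effect at the top dose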
Target sequence (P00811 whole entry, looked up): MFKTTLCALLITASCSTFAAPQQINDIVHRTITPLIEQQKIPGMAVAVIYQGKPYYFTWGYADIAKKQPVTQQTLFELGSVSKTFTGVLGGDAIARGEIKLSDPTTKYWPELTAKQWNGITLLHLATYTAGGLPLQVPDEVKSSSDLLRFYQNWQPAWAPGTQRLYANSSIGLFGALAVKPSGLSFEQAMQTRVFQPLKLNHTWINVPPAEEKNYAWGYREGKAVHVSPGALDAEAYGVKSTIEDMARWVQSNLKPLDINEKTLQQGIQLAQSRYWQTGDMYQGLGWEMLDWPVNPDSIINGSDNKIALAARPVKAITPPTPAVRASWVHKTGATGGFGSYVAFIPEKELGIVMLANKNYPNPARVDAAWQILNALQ
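AmpC (5.3 nM in the dispensed reagent) in 20 mM phosphate pH 7.0 with 0.01% (detergent screen) or 0.0001% Triton X-100 was preincubated with compounds for 15 min at room temperature. Nitrocefin was then added from an 800 uM solution, and hydrolysis was followed at 480 nm.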
Shiga toxin inh: blocks Shiga toxin action in Vero cells; hit rate 9.2% among 290,000; Vero cells, Shiga toxin protein synthesis inhibition reporter; AID 2315; inhibition, % at 38.7 µM; in the data active = inhibition mostly above about 28%, no sharp cut-off; inactive = mostly below about 43%; also: 0% is about no effect
Tb PYK inh: blocks Trypanosoma brucei pyruvate kinase; TbPYK enzyme, Kinase-Glo Plus ATP luminescence, 45 min; Q57TT1; Potency, µM (series often up to 76.8 µM), for inactives: at the top dose activity, negative = inhibition, hits mostly inhibitors; hit rate 0.12% among 410,000; also: potency is read from the fitted curve at half-maximal effect; % is scaled to controls: 0 for no effect and ±100 for the full control effect; nearly all actives have a fitted effect of over 50% in size
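Quantitative HTS: titrated library compounds versus trypanosomal pyruvate kinase in TEA buffer (pH 7.2) containing KCl, MgCl2, BSA and Tween-20. Reactions were initiated with ADP, 130 uM final. Kinase-Glo Plus luminescence was read after 45 min at RT.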
* hit, by the source's call; u = inconclusive; x = not tested or not shown; & = joins results of further samples; [ ] = another dose, or the depositor's remark. Unless noted, calls follow the shape of the dose curve; as a rule, active = well fitted curve in the direction sought with a large enough effect; inconclusive = small, poorly fitted or top-dose-only effect, or another doubt; inactive = no such curve, though single readings can be large; an effect the other way counts as inactive or inconclusive.

SMILES	LmPK inhibitor	Pf growth 96h	Pf growth 48h	Cycloheximide cs	AmpC no deterg	Shiga toxin inh	Tb PYK inh
CCOc1ccc(NC(=O)CSC2=NCCN2)cc1	-1%	31%[activator]	-1%	15	-26%	-1	-7%
O=C(CNC(=O)c1ccc(OC(F)F)cc1)Nc1cccc(S(=O)(=O)N2CCCC2)c1	x	-73%	u	x	-6%	x	-19%
Cc1cc(=O)n2nc(N3CCCC3C(=O)Nc3cccc(F)c3)sc2n1 (centres undefined)	-4%	u	18%	-3	-7%	-1	-19%
COc1cc(/C=C2\SC(=S)N(Nc3ncc(C(F)(F)F)cc3Cl)C2=O)ccc1O	-3%	u	x	14*	-37%	29	-26%
Nc1ccc(O)c(-c2nc3ccccc3s2)c1	-20%	u	u	47*	-22%	45*	-23%
CC(C)N(C(=O)COC(=O)c1ccccc1C(=O)c1ccc(Cl)c([N+](=O)[O-])c1)C(C)C	3%	-6%	12%	2	75%[activator]	-3	1%
O=c1oc(C2(O)CCCCC2)cc2ccc(Br)cc12	x	16%	22%	x	-20%	x	0%
COC(=O)c1cccc(N(C(=O)c2cnccn2)C(C(=O)NCc2ccccc2)c2ccco2)c1 (centres undefined)	-1%	5%[5.75 µM]	-22%	-4	46%	-3	-1%
COc1ccc(N2CCN(C(=O)COC(=O)c3cccc(S(=O)(=O)Nc4cccc(C)c4)c3)CC2)cc1	x	22%	19%	x	-19%	x	-3%
C=CCCC(=O)Nc1ccc(COC(=O)N2CCOCC2)cc1	1%	0%	-5%	-1	-16%	-7	1%
COc1ccc(C(=O)N/C(=C\c2cn(C)c3ccccc23)C(=O)NCCN2CCOCC2)cc1OC	1%	28%	11%	-3	101%[activator]	-1	6%
c1ccc2c(CSc3nnc(-c4ccncc4)o3)cccc2c1	-3%	u	u	1	59%	-7	-11%
CC(=O)NC12CC3CC(C1)CC(C(=O)N1CCN(S(=O)(=O)c4cccs4)CC1)(C3)C2	x	u	u	x	24%	x	0%
COCC(=O)Nc1cc(Cl)ccc1C(F)(F)F	-2%	14%	52%[activator]	-5	-7%	5	x
Cc1ccc2c(c1)C(c1ccccc1)NCC(=O)N2 (centres undefined)	12%	5%	-11%	1	-12%	-13	3%
CCOC(=O)N1CCN(c2nc(-c3ccc(OC)cc3)no2)CC1	-10%	21%	0%	26*	31%	62*	3%
O=C(Nc1ccc(OC(F)(F)C(F)F)c(NC(=O)c2cccc(F)c2)c1)c1cccc(F)c1	0%	24%	-18%	13	-34%	-3	0%
CCNc1c2c(nc3ccccc13)CC(C)(C)CC2=O	-1%	261%[activator]	u	-4	-9%	6	-17%
O=[N+]([O-])c1ccc(O)c(/C=N\N=C2c3ccccc3-c3ccccc32)c1	6%	30%	u	7	-22%	6	-5%
Cc1cccc(NC(=O)CSCC(=O)OCc2ccccn2)c1	x	35%	1%	x	26%	x	7%
COc1cccc(C(=O)Nn2c(C)nnc2-n2nc(C)cc2C)c1	0%	168%[activator]	-19%	-3	-11%	11	-6%
COc1ccc(NC(=O)CC2SC(N3CCOCC3)=NC2=O)c(OC)c1 (centres undefined)	x	u	8%	x	-2%	x	0%
COc1cc(/C=C(\C#N)C(=O)Nc2ccc3ccccc3c2)c([N+](=O)[O-])cc1OC	1%	0%	8%	-1	-21%	-14	-27%
CCOC(=O)c1c(NC(=O)CSc2ncn[nH]2)sc(C(C)=O)c1C	-3%	0%	-4%	-3	-7%	-29	-11%
COc1cccc(OC)c1C(=O)Nc1ccccc1NC(=O)c1c(OC)cccc1OC	-1%	u	x	-2	-5%	-3	-4%
Cc1cccc(NC(=O)c2ccc(COc3cccc4ccccc34)o2)n1	-2%	u	-25%	1	-3%	17	0%
O=C(N/N=C\c1cccnc1)c1ccccc1O	-1%	-2%	3%	23*	-25%	33*	-3%
COc1ccc(C)cc1NC(=O)C1CCN(S(=O)(=O)c2cccc3nonc23)CC1	2%	19%	-16%	3	-5%	-4	3%&-6%
CC(Sc1ccccc1)C(=O)Nc1ccc(N2CCOCC2)cc1 (centres undefined)	2%	45%[activator]	x	9	0%	34	-3%
O=C(Cn1c(=O)sc2ccccc21)NCCOc1ccccc1F	0%	35%	-3%	-4	-11%	-34	1%
CCOC(=O)CSc1nnc(CSc2nc(C)cc(C)n2)n1Cc1ccco1	12%	-19%	-7%	-1	-2%	-51	-12%
CCN(CC(=O)Nc1c(F)cccc1F)C(=O)Cc1c(C)nc2ccccc2c1C	x	u	u	x	-5%	x	-1%
CC1(C)CC(=O)C2=C(C1)OC(N)=C(C#N)C2C1CC=CCC1 (centres undefined)	-1%	u	u	-1	-15%	-3	-7%
Cc1ccc(NC(=O)c2ccc3nsnc3c2)c(Cl)c1	-3%	u	134%[activator]	58*	-3%	105*	-2%
Cc1noc(C)c1COc1ccc(C(=O)OCC(=O)Nc2cccc(S(=O)(=O)N3CCOCC3)c2)cc1	1%	5.2µM*	-29%	-2	14%	-14	2%
Cc1cccc(NC(=O)C[n+]2cccc(C)c2)c1	-2%	0.66µM*	u	-1	-15%	x	0%
COC(=O)C1=C(c2ccc(F)cc2OCc2ccccc2)C[C@@H]2CC[C@H]1N2C(=O)NCc1cccc(OC)c1	x	u	9.3µM*	x	-40%	x	-3%
COCCN(C(=O)CCC(=O)Nc1nccs1)C(C(=O)NC(C)(C)C)c1ccc(F)cc1 (centres undefined)	-1%	u	-11%	-11	8%	5	-1%
Cc1ccc(Nc2nc3ccccc3n3nnnc23)cc1	3%	-24%	28%	26*	-58%	71*	-1%
CCN(CC(=O)Nc1cc(Cl)ccc1C)C(=O)c1cc(S(=O)(=O)N2CCCCCC2)ccc1OC	x	u	u	x	1%	x	1%
COc1cc(C2SCC(=O)N2CCCN(C)C)cc(OC)c1OC (centres undefined)	-1%	5%	18%	-2	0%	10	-11%
COc1ccc(-c2nc3ccccc3nc2-c2ccc(OC)c(OC)c2)cc1OC	0%	-11%	u	-1	-13%	6	-3%
CCc1cccc(NC(=O)c2cc(S(=O)(=O)N(C)C)ccc2N2CCCC2)c1	-1%	u	-13%	-3	11%	-22	1%
COc1ccc(C)cc1Nc1cc(C)nc2ncnn12	-3%	28%	25%	-2	-8%	-9	1%
O=C1c2ccccc2C(=O)N1c1ccc(Cl)cc1	-7%	28%	x	10	1%	-11	x
CC(C)c1ccc(N(C(=O)CNC(=O)c2ccco2)C(C(=O)NC2CCCC2)c2ccncc2)cc1 (centres undefined)	-3%	0%	u	11	87%[activator]	26	0%
COC(=O)C(NC(=O)c1ccccc1)(Nc1cc(C)cc(C)n1)C(F)(F)F (centres undefined)	-1%	30%	11%	-3	0%	-1	6%
O=C1c2ccccc2-c2cccc(NS(=O)(=O)c3ccc(C(F)(F)F)cc3)c21	-2%	11%	u	-4	5.6µM*	18	-19%
COc1ccc(CCNC(=O)c2sc3nc4n(c(=O)c3c2C)CCC4)cc1	x	u	-23%	x	u	x	0%
c1ccc2c(c1)ncn2Cc1nnc2sc(-c3ccncc3)nn12	8%	9%	-6%	6	-14%	-13	u

2 compounds from above, showing only Shiga toxin inh and LmPK inhibitor.
SMILES | Shiga toxin inh | LmPK inhibitor
CC(Sc1ccccc1)C(=O)Nc1ccc(N2CCOCC2)cc1 (centres undefined) | 34 | 2%
COc1cc(C2SCC(=O)N2CCCN(C)C)cc(OC)c1OC (centres undefined) | 10 | -1%

Other records.
SMILES	LmPK inhibitor	Pf growth 96h	Pf growth 48h	Cycloheximide cs	AmpC no deterg	Shiga toxin inh	Tb PYK inh
Cc1ccc(NC(=O)c2c(Cl)n(C)c3ccccc23)cc1	-1%	53%[activator]	74%[activator]	30*	-36%	38	-3%
Cc1cc(C)nc(NC(=O)Nc2ccc3c(c2)OCO3)c1	-5%	33%[activator]	152%[activator]	47*	-22%	65*	-9%
Cc1ccc(/C=C/C(=O)Nc2ccc(S(=O)(=O)Nc3ncccn3)cc2)cc1	1%	123%[activator]	26%	-3	-8%	16	5%
CC1CCCCC1NC(=O)CN1CCN(Cc2ccccc2Cl)C1=O (centres undefined)	-1%	u	0%	-3	-1%	10	-19%
Cc1ccc(N2CC(C(=O)N3CCN(C(=O)c4ccco4)CC3)CC2=O)cc1 (centres undefined)	2%	27%	9%	-5	-1%	0	-8%
CCOc1ccccc1NC(=O)CN(c1ccc(C)cc1)S(=O)(=O)c1c(C)noc1C	8%	91%[activator]	4.1µM*	3	1%	10	1%
Cn1c(CCNC(=O)c2ccco2)nc2cc(NC(=O)c3ccco3)ccc21	-3%	46%[activator]	77%[activator]	23*	0%	49*	-3%
N#C/C(=C\c1ccc(O)c(Br)c1)C(=O)NCc1ccccc1	0%	17%	19%	9	0%	-8	-3%
O=C(NCC(=O)N1CCN(C(=O)c2ccco2)CC1)c1cccc(Cl)c1	x	-21%	-11%	x	-15%	x	-5%
CCC1(c2ccc(F)cc2)NC(=O)N(CC(=O)Nc2ccc(-c3nc4ccc(C)cc4s3)cc2)C1=O (centres undefined)	2%	0%	251%[activator]	39*	-6%	107*	-1%
COc1ccc(-c2ocnc2C(=O)NCc2nn(-c3ccccc3)nc2C)cc1	2%	6%	-6%	1	-6%	7	-1%
O=C(Nc1ccc(O)c(-c2nc3ccccc3s2)c1)C1=COCCO1	3%	57%[activator]	34%[activator]	-2	-35%	1	0%
O=C(COc1ccccc1)NCC(=O)N1CCCCCC1	x	-8%	4%	x	-11%	x	3%
Cc1ccc(CN2CCC(CNC(=O)Nc3ccccc3F)CC2)cc1	0%	0%	4%	-4	-12%	-1	3%&-3%
CCN(CC)S(=O)(=O)c1ccc(N2CCc3ccccc3C2)nc1	11%	-23%	u	37*	1%	26	-1%
COc1cc(C2SCC(=O)Nc3c2c(C)nn3-c2ccccc2)cc(OC)c1OC (centres undefined)	4%	32%[activator]	u	-2	20%	-5	5%
Cc1ccc(Cn2c(CN3CC(C)OC(C)C3)nc3c2c(=O)[nH]c(=O)n3C)cc1 (centres undefined)	-1%	-15%	41%	-5	39%	-6	-2%
